Compound activity as filed in PubChem BioAssay.
TCR CD3 inh – human TCR-CD3 binding inhibition; TAMRA-labeled TCR probe fluorescence, biochemical; inhibition, % at 9.4 µM; 360,000 tested, 0.37% active; in the data active = inhibition above about 19%;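 note: recombinant mutant TCR 2C K166C tagged with TAMRA read by polarization; 0% = receptor in buffer alone and 100% = receptor with positive control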
LEDGF integ inh – blocks HIV-1 LEDGF/p75-dependent DNA integration; AID 743269; 370,000 tested, 0.64% active; TR-FRET IN-LEDGF/p75 DNA integration, Eu/Cy5; inhibition, % at 3.7 µM;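 active = inhibition above the screen-wide mean plus 3 SD, cut at about 13% in these data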;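 note: signal is the Cy5 over europium emission ratio at 671 and 618 nm; 0% = plate median of compound wells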
PRMT1 inh – PRMT1 (human) inhibition, primary screen | recombinant PRMT1, activity-based probe fluorescence polarization | 370,000 tested, 1.3% active | inhibition, % at 2.79 µM | Q99873;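 active = inhibition above about 21% made by adding two undisclosed values, limit read from the data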
Target sequence (Q99873 whole entry, looked up): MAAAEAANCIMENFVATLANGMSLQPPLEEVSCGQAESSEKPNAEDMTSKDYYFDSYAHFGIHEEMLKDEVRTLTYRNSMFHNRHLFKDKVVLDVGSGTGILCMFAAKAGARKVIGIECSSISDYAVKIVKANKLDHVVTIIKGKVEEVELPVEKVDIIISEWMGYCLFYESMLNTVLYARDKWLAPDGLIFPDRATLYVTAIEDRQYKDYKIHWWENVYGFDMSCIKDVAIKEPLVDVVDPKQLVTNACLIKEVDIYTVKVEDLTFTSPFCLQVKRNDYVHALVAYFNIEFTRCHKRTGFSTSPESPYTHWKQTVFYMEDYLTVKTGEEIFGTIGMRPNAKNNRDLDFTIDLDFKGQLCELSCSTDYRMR
TDP2 absorb – TDP2 (human) inhibition, absorbance primary screen. recombinant TDP2, T5PNP hydrolysis, p-nitrophenol absorbance 415 nm. AID 720702. O95551. inhibition, % at 12.8 µM. 370,000 tested, 0.34% active;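 active = inhibition above the mean of all tested compounds plus 3 SD, set per campaign, cut at about 25% in these data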;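 note: 0% = DMSO with enzyme and 100% = buffer with substrate but no TDP2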
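Evaluation: % inhibition relative to enzyme-containing and enzyme-free wells. Material: recombinant human TDP2. Benchmarks: enzyme-free and DMSO wells. Timing: enzyme reaction with compound for 2 h at 37 °C. Compound dosing: 12.8 µM only. Measured by: p-Nitrophenol epi absorbance. Reagent: T5PNP substrate at 5 mM, a TopII-DNA adduct mimic. Replication: single well per compound.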
DDE Tn6 FP inh – DD(E)-Tn6 binding inhibition, primary FP screen; P02675; Fibrin DD(E) TRITC-Tn6 fluorescence polarization displacement; inhibition, % at 8.3 µM; 370,000 tested, 0.21% active;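 active = inhibition above a per-campaign cutoff: mean of compounds within control limits plus 3 SD, cut at about 15% in these data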;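 note: 0% = median of all compound wells on the plate and 100% = blocking peptide control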
UHRF1 binding – blocks human UHRF1 binding to methylated DNA | UHRF1 binding to methylated oligo, TR-FRET | inhibition, % at 4.4 µM | 370,000 tested, 0.75% active; in the data active = inhibition above about 21%;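 note: UHRF1 SRA domain binding a hemimethylated CpG hairpin DNA probe; 0% = median of test compound wells and 100% = reference inhibitor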
SIAE inh – human SIAE inhibition, primary screen | inhibition, % at 9.66 µM | Q9HAT2 | SIAE FP-Rh probe binding, fluorescence polarization | AID 1053197 | 370,000 tested, 0.69% active;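 active = inhibition above a cutoff: mean of compounds within the control limits plus 3 SD of those, cut at about 17% in these data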;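 note: 0% = plate median of compound wells and 100% = probe without SIAE protein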
DDE Tn7 FP inh – inhibitors of Tn7 peptide binding to human fibrin DD(E). inhibition, % at 8.3 µM. AID 720508. 370,000 tested, 0.13% active. FP displacement of FITC-Tn7 peptide from fibrin DD(E); 0% = median of compound wells per plate;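 active = inhibition above the mean of compounds falling within the control limits plus 3 SD of them, cut at about 14% in these data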;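 note: 0% = plate median of compound wells and 100% = 10 µM Aha-Tn7 peptide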
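Also added: labelled Tn7 tracer, 0.1 µM; Assay system: human fibrin DD(E) protein; Amount: 2 µM fibrin DD(E); Schedule: 10 min compound pre-incubation, 3 h probe incubation at room temperature; Repeats: one replicate per compound; Read-out basis: percent inhibition; Measured by: fluorescence polarization of the labelled Tn7 tracer.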
MBD2 DNA inh – blocks human MBD2 binding to methylated DNA; Q9UBB5; TR-FRET, MBD2 binding to methylated oligonucleotide; inhibition, % at 4.4 µM; 370,000 tested, 0.31% active; AID 686964; in the data active = inhibition above about 13%
Target sequence (Q9UBB5 whole entry, looked up): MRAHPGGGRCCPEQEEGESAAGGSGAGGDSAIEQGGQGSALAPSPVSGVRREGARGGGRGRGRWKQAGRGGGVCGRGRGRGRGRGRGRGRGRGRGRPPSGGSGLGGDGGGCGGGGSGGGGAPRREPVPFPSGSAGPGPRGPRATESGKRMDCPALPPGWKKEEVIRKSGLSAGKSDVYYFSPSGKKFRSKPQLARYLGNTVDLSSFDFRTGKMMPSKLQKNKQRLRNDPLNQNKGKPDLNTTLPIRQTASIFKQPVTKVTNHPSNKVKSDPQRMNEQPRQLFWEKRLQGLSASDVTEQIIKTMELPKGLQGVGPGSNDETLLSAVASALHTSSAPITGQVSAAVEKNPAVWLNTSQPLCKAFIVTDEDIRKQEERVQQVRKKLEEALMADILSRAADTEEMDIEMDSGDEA
KLK7 zymogen act – activators of human kallikrein-7 zymogen; purified proKLK7, EDANS-DABCYL substrate fluorescence; 100% is mature enzyme control, 0% vehicle; activation, % at 7 µM; 370,000 tested, 0.9% active;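 active = activation above the mean of all tested compounds plus 3 SD, computed per campaign excluding outliers beyond control limits, cut at about 13% in these data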
Target sequence (P49862 whole entry, looked up): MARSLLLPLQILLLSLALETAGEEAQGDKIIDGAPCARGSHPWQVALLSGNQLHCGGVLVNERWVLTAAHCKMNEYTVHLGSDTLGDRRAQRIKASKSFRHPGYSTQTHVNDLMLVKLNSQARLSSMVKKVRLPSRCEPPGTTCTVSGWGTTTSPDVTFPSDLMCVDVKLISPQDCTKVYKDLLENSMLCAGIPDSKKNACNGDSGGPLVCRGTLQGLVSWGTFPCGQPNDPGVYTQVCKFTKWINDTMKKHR
* hit, by the source's call.

Results for O=C(NCc1cccc(Cl)c1)c1cc(=O)[nH]c2ccccc12 ?
TCR CD3 inh: -5; LEDGF integ inh: 4; PRMT1 inh: 4; TDP2 absorb: -3; DDE Tn6 FP inh: 0; UHRF1 binding: 3; SIAE inh: -6; DDE Tn7 FP inh: 2; MBD2 DNA inh: 6; KLK7 zymogen act: 1.2

What do the screens show for `CCCC(=O)Nc1c2c(nn1-c1cccc(C)c1C)CS(=O)(=O)C2`?
TCR CD3 inh: 1; LEDGF integ inh: -4; PRMT1 inh: -1; TDP2 absorb: 6; DDE Tn6 FP inh: -3; UHRF1 binding: 0; SIAE inh: 0; DDE Tn7 FP inh: -10; MBD2 DNA inh: -3; KLK7 zymogen act: 0.3

How did CN(C)CCCNC(=S)NCc1ccc(Cl)cc1 do in these assays?
TCR CD3 inh: 6; LEDGF integ inh: -1; PRMT1 inh: -3; TDP2 absorb: 1; DDE Tn6 FP inh: -1; UHRF1 binding: -1; SIAE inh: 0; DDE Tn7 FP inh: 5; MBD2 DNA inh: 5; KLK7 zymogen act: 0.9

How did O=C(NCc1ccccc1F)c1ccc2c(c1)OCCO2 do in these assays?
TCR CD3 inh: 3; LEDGF integ inh: 0; PRMT1 inh: 2; TDP2 absorb: 6; DDE Tn6 FP inh: 4; UHRF1 binding: -2; SIAE inh: -4; DDE Tn7 FP inh: 0; MBD2 DNA inh: -5; KLK7 zymogen act: -0.1

What do the screens show for `c1csc(Cn2nnnc2CN2CCN(c3nc4ccccc4s3)CC2)c1`?
TCR CD3 inh: -3; LEDGF integ inh: 0; PRMT1 inh: 2; TDP2 absorb: -1; DDE Tn6 FP inh: -3; UHRF1 binding: 10; SIAE inh: -3; DDE Tn7 FP inh: -6; MBD2 DNA inh: 1; KLK7 zymogen act: 0.5

What do the screens show for `CCCCC1=CC2=C(c3ccco3)C(=O)C(C)(OC(=O)c3ccc(OC)cc3)C(=O)C2=CN1c1ccc(OC)cc1` (stereo not given)?
TCR CD3 inh: 1; LEDGF integ inh: 3; PRMT1 inh: 9; TDP2 absorb: 2; DDE Tn6 FP inh: -1; UHRF1 binding: -3; SIAE inh: 4; DDE Tn7 FP inh: -5; MBD2 DNA inh: 3; KLK7 zymogen act: -0.3

How did Cc1ccc(OC(=O)CCC(=O)Nc2ccc(C)c(C)c2)cc1 do in these assays?
TCR CD3 inh: 1; LEDGF integ inh: -2; PRMT1 inh: -4; TDP2 absorb: 3; DDE Tn6 FP inh: 2; UHRF1 binding: 1; SIAE inh: 6; DDE Tn7 FP inh: 6; MBD2 DNA inh: 3; KLK7 zymogen act: -0.2

How did CCOC(=O)c1sc(=NC(=O)c2c(F)cccc2F)n(C)c1C do in these assays?
TCR CD3 inh: -1; LEDGF integ inh: -2; PRMT1 inh: 7; TDP2 absorb: -21; DDE Tn6 FP inh: -1; UHRF1 binding: 4; SIAE inh: -5; DDE Tn7 FP inh: -2; MBD2 DNA inh: 3; KLK7 zymogen act: 0.2

Results for Cc1cccc(C(=O)N/C(=C\c2ccco2)C(=O)N2CCCC2)c1 ?
TCR CD3 inh: 11; LEDGF integ inh: 7; PRMT1 inh: 23*; TDP2 absorb: 12; DDE Tn6 FP inh: 7; UHRF1 binding: -1; SIAE inh: 11; DDE Tn7 FP inh: 1; MBD2 DNA inh: -4; KLK7 zymogen act: 0.8

How did O=C(Cc1ccccc1F)NNC(=O)c1ccncc1 do in these assays?
TCR CD3 inh: 8; LEDGF integ inh: 1; PRMT1 inh: -2; TDP2 absorb: -3; DDE Tn6 FP inh: -4; UHRF1 binding: 2; SIAE inh: -7; DDE Tn7 FP inh: -5; MBD2 DNA inh: -5; KLK7 zymogen act: 0.3

What do the screens show for `O=C(O)CCn1[nH]c(=O)ccc1=O`?
TCR CD3 inh: 6; LEDGF integ inh: -3; PRMT1 inh: -3; TDP2 absorb: -5; DDE Tn6 FP inh: 4; UHRF1 binding: -1; SIAE inh: -1; DDE Tn7 FP inh: -2; MBD2 DNA inh: 4; KLK7 zymogen act: 0.1

Results for Cn1c(=O)oc2cc(S(=O)(=O)N3CCCC(C(=O)NCc4ccc5c(c4)OCO5)C3)ccc21 (stereo not given) ?
TCR CD3 inh: 9; LEDGF integ inh: 2; PRMT1 inh: 1; TDP2 absorb: -9; DDE Tn6 FP inh: 4; UHRF1 binding: 1; SIAE inh: -1; DDE Tn7 FP inh: -9; MBD2 DNA inh: 1; KLK7 zymogen act: -0.4

What do the screens show for `COc1ccc(-c2nc3c(n2O)CCCC3=O)cc1OC`?
TCR CD3 inh: 8; LEDGF integ inh: 0; PRMT1 inh: -1; TDP2 absorb: 3; DDE Tn6 FP inh: 8; UHRF1 binding: -2; SIAE inh: 8; DDE Tn7 FP inh: -2; MBD2 DNA inh: 1; KLK7 zymogen act: 8.2

Results for C[C@@H]1CN([C@@H](C)CO)C(=O)CCCn2cc(nn2)CO[C@H]1CN(C)C(=O)NC1CCCCC1 ?
TCR CD3 inh: 6; LEDGF integ inh: -4; PRMT1 inh: -3; TDP2 absorb: 1; DDE Tn6 FP inh: 5; UHRF1 binding: 21*; SIAE inh: -2; DDE Tn7 FP inh: 1; MBD2 DNA inh: 8; KLK7 zymogen act: 0.3

What do the screens show for `NS(=O)(=O)c1ccc(Nc2ccccc2)c([N+](=O)[O-])c1`?
TCR CD3 inh: -1; LEDGF integ inh: 2; PRMT1 inh: -1; TDP2 absorb: -13; DDE Tn6 FP inh: -1; UHRF1 binding: -4; SIAE inh: 0; DDE Tn7 FP inh: 5; MBD2 DNA inh: -11; KLK7 zymogen act: 0.5

Results for Cc1ccc2cccnc2c1N ?
TCR CD3 inh: -9; LEDGF integ inh: 1; PRMT1 inh: 17; TDP2 absorb: -4; DDE Tn6 FP inh: -8; UHRF1 binding: 5; SIAE inh: -9; DDE Tn7 FP inh: 1; MBD2 DNA inh: 4; KLK7 zymogen act: 0.6

What do the screens show for `CC1=CCC(C(=O)N/N=C/c2cccs2)C(c2ccc(F)cc2)C1` (stereo not given)?
TCR CD3 inh: -7; LEDGF integ inh: 3; PRMT1 inh: -2; TDP2 absorb: 0; DDE Tn6 FP inh: 0; UHRF1 binding: -1; SIAE inh: -4; DDE Tn7 FP inh: 4; MBD2 DNA inh: -1; KLK7 zymogen act: 0.1

What do the screens show for `Cc1nc2c(ncn2-c2ccccc2)c(=O)n1NC(=O)CN1CCN(C)CC1`?
TCR CD3 inh: 0; LEDGF integ inh: 2; PRMT1 inh: 0; TDP2 absorb: 0; DDE Tn6 FP inh: 13; UHRF1 binding: -2; SIAE inh: -4; DDE Tn7 FP inh: -3; MBD2 DNA inh: 0; KLK7 zymogen act: 0.2

What do the screens show for `CC(C)(C)n1ncc2c(=O)n(CC(=O)N3CCCCCC3)cnc21`?
TCR CD3 inh: 5; LEDGF integ inh: -2; PRMT1 inh: -2; TDP2 absorb: -8; DDE Tn6 FP inh: 8; UHRF1 binding: -2; SIAE inh: 2; DDE Tn7 FP inh: 5; MBD2 DNA inh: 0; KLK7 zymogen act: 0.4

How did CC(c1ccccc1)N1CCC(CNC(=S)Nc2cccc(Cl)c2)C1 (stereo not given) do in these assays?
TCR CD3 inh: 5; LEDGF integ inh: 3; PRMT1 inh: -3; TDP2 absorb: -8; DDE Tn6 FP inh: 4; UHRF1 binding: -1; SIAE inh: 2; DDE Tn7 FP inh: 4; MBD2 DNA inh: -4; KLK7 zymogen act: -0.2

What do the screens show for `OC(c1ccccc1)(c1nc(-c2csc3ccccc23)cs1)C(F)(F)F` (stereo not given)?
TCR CD3 inh: -1; LEDGF integ inh: 1; PRMT1 inh: -1; TDP2 absorb: -4; DDE Tn6 FP inh: 2; UHRF1 binding: 1; SIAE inh: -24; DDE Tn7 FP inh: 3; MBD2 DNA inh: 0; KLK7 zymogen act: 0.5

How did Cc1ccc(NC(=O)CN2C(=O)COc3ccc(C)cc32)nc1 do in these assays?
TCR CD3 inh: 5; LEDGF integ inh: 1; PRMT1 inh: -1; TDP2 absorb: -8; DDE Tn6 FP inh: 5; UHRF1 binding: -1; SIAE inh: 1; DDE Tn7 FP inh: 0; MBD2 DNA inh: 0; KLK7 zymogen act: -0.6

How did Cc1cc(=O)[nH]c(-n2[nH]c3c(c2=O)CCCC3)n1 do in these assays?
TCR CD3 inh: 0; LEDGF integ inh: -7; PRMT1 inh: 7; TDP2 absorb: -11; DDE Tn6 FP inh: -4; UHRF1 binding: -5; SIAE inh: -1; DDE Tn7 FP inh: -2; MBD2 DNA inh: -7; KLK7 zymogen act: 0.0

What do the screens show for `O=[N+]([O-])c1ccc(O)c(C=Nc2ccc3c(c2)OCO3)c1`?
TCR CD3 inh: -5; LEDGF integ inh: -1; PRMT1 inh: 10; TDP2 absorb: -1; DDE Tn6 FP inh: 1; UHRF1 binding: -1; SIAE inh: 4; DDE Tn7 FP inh: 0; MBD2 DNA inh: 5; KLK7 zymogen act: 0.6

How did COCCNC(=O)c1ccc2c(=O)n(Cc3ccco3)c(SCC(=O)Nc3ccc(OC)cc3OC)nc2c1 do in these assays?
TCR CD3 inh: -10; LEDGF integ inh: 1; PRMT1 inh: 2; TDP2 absorb: 21; DDE Tn6 FP inh: -1; UHRF1 binding: 0; SIAE inh: -15; DDE Tn7 FP inh: -4; MBD2 DNA inh: -1; KLK7 zymogen act: -0.2

Results for CC(=O)OC(C(=O)NCc1ccc(F)cc1)c1ccccn1 (stereo not given) ?
TCR CD3 inh: -9; LEDGF integ inh: 0; PRMT1 inh: 3; TDP2 absorb: 6; DDE Tn6 FP inh: 0; UHRF1 binding: 0; SIAE inh: -4; DDE Tn7 FP inh: 2; MBD2 DNA inh: -3; KLK7 zymogen act: 0.0

Grouped by structure, those above with a Cl atom.
Results for O=C(NCc1cccc(Cl)c1)c1cc(=O)[nH]c2ccccc12 ?
TCR CD3 inh: -5; LEDGF integ inh: 4; PRMT1 inh: 4; TDP2 absorb: -3; DDE Tn6 FP inh: 0; UHRF1 binding: 3; SIAE inh: -6; DDE Tn7 FP inh: 2; MBD2 DNA inh: 6; KLK7 zymogen act: 1.2

How did CN(C)CCCNC(=S)NCc1ccc(Cl)cc1 do in these assays?
TCR CD3 inh: 6; LEDGF integ inh: -1; PRMT1 inh: -3; TDP2 absorb: 1; DDE Tn6 FP inh: -1; UHRF1 binding: -1; SIAE inh: 0; DDE Tn7 FP inh: 5; MBD2 DNA inh: 5; KLK7 zymogen act: 0.9

How did CC(c1ccccc1)N1CCC(CNC(=S)Nc2cccc(Cl)c2)C1 (stereo not given) do in these assays?
TCR CD3 inh: 5; LEDGF integ inh: 3; PRMT1 inh: -3; TDP2 absorb: -8; DDE Tn6 FP inh: 4; UHRF1 binding: -1; SIAE inh: 2; DDE Tn7 FP inh: 4; MBD2 DNA inh: -4; KLK7 zymogen act: -0.2
